Bioassay records (PubChem)
CHO-K1 Ca PAM – counter-screen for M1 PAMs: effect in parental CHO-K1 cells | ATP EC20, Fluo-8 calcium fluorescence; 0% at ATP EC20, 100% at ATP max | activation, % at 3 µM | 0.02% of 360,000 active | AID 602247;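 active means activation above the run cutoff, the mean activation of all test compounds plus 3 SD, cut at about 40% in these data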;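 further: peak over basal fluorescence ratio in a 140 s read after ATP addition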
TAAR1 ag – human TAAR1 agonism | 0.99% of 360,000 active | CHO RD-HGA16 TAAR1, Fluo-8 calcium fluorescence; vehicle wells 0%, saturating PEA agonist 100% | Q96RJ0 | activation, % at 3 µM;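 active means activation above the mean activation of all test compounds in the run plus 3 SD, cut at about 38% in these data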
Target sequence (Q96RJ0 whole entry, looked up): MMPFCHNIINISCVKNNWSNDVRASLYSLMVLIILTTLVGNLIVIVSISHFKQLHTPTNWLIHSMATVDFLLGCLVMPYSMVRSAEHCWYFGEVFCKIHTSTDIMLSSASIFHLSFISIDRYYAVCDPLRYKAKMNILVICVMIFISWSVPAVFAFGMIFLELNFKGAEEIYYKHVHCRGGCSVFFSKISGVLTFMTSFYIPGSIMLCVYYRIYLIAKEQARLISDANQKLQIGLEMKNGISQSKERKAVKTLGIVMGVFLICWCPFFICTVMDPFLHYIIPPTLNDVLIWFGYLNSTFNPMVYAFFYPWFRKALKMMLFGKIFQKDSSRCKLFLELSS
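Test system: RD-HGA16 (CHO) cells co-expressing Gα16 and hTAAR1 | Doses: Single dose, 3 µM | Schedule: 17-24 h seeding, 75 min 37 °C dye, 30 min RT | Evaluation: % activation from peak over basal fluorescence ratio, DMSO-to-PEA scaled | Technique: Kinetic Fluo-8 calcium fluorescence | Benchmarks: Low control DMSO, high control PEA (EC100)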
M1 ag parental – M1 agonist counterscreen hit in parental CHO-K1 cells. 0.48% of 360,000 active. AID 602248. activation, % at 3 µM. Fluo-8 calcium fluorescence; scaled to maximal ATP response, vehicle zero; in the data active means activation above about 15%;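 further: untransfected CHO-K1 host cells lacking M1 receptor as counterscreen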
M1 antag – human CHRM1 antagonism; inhibition, % at 3 µM; CHO-K1 hM1, Fluo-8 calcium fluorescence, ACh EC80 antagonist; 1.3% of 360,000 active; AID 588852; P11229;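 active means percent inhibition above its own plate's cutoff, namely the mean of that plate's compound wells plus 3 SD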;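 further: peak over basal fluorescence ratio during 140 s after agonist addition; 0% = ACh EC80 plus DMSO and 100% = DMSO alone without agonist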
Target sequence (P11229 whole entry, looked up): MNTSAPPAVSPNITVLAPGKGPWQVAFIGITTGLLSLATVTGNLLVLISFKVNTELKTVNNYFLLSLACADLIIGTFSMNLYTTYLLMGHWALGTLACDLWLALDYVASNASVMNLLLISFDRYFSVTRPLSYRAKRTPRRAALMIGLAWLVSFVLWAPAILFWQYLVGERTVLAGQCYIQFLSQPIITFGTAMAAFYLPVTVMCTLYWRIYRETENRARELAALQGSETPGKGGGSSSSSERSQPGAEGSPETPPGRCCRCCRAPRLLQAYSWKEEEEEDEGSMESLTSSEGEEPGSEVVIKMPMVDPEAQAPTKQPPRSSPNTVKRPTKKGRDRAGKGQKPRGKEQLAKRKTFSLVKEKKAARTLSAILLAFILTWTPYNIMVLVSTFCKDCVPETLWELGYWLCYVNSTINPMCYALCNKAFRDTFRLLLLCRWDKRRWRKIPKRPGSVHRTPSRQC
M1 ag – human M1 muscarinic receptor agonism; CHO-K1 hM1, Fluo-8 calcium fluorescence, agonist mode; 0% DMSO, 100% acetylcholine EC100; activation, % at 3 µM; 0.33% of 360,000 active; AID 588814;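 active means activation above the run's mean compound activation plus 3 SD, cut at about 16% in these data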;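 further: peak over basal fluorescence ratio within a 140 s kinetic read after compound addition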
CHO parental Ca – counter-screen: ATP calcium response change in parental CHO cells; AID 463079; parental CHO-K1, ATP-induced calcium, Fluo-8 fluorescence; 0.63% of 330,000 active; inhibition, % at 5.6 µM;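 active means inhibition above that plate's mean sample inhibition plus 3 SD, cut at about 26% in these data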;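 further: 0% = ATP-challenged DMSO wells and 100% = DMSO wells without ATP; some compounds past the cut are filed as inactive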
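Material – parental CHO cells · Reagent – ATP stimulus · Compound – single nominal dose of 5.6 µM per compound · Detection – Fluo-8 fluorescence · Read-out basis – percent inhibition of calcium signal · Controls – ATP-challenged DMSO wells low, unchallenged DMSO wells high · Repeats – no replicates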
CHO-K1 Ca antag – nonselective inhibitor or artifact in parental CHO-K1 cells; ATP-induced calcium, Fluo-8 fluorescence; inhibition, % at 3 µM; 0.6% of 360,000 active; AID 602250;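 active means inhibition above a per-plate cutoff, the plate's mean sample inhibition plus 3 SD, cut at about 24% in these data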;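 further: 0% = DMSO plus EC80 ATP and 100% = DMSO alone without ATP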
OXTR potentiate – potentiates the human oxytocin receptor response; 0.061% of 320,000 active; CHO-OTR cells, Fluo-8 calcium fluorescence, potentiator mode; 0% = oxytocin EC15, 100% = EC100; AID 2445; activation, % at 3 µM;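 active means activation above that plate's cutoff, the mean activation of tested compounds plus 3 SD, cut at about 6.6% in these data, passing the limit was not always enough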;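 further: 100% uses oxytocin at 75 nM as the full agonist control; some results filed as inactive read as strong as hits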
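Dosing: Single dose, 3.0 µM nominal final compound concentration | Material: Human OTR in CHO cells | Technique: Kinetic Fluo-8 calcium fluorescence | Benchmarks: EC15 oxytocin alone as 0%, 75 nM oxytocin as 100% | Probe or stimulus: Oxytocin at about EC15, sub-maximal agonist stimulus | Incubation: Compound 6 min at room temperature before oxytocin, 100 s read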
TAAR1 antagonist – human TAAR1 antagonism. Q96RJ0. CHO RD-HGA16 TAAR1, Fluo-8 calcium fluorescence, antagonist. inhibition, % at 3 µM. 1.5% of 360,000 active;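 active means inhibition above a per-plate cutoff, the mean inhibition of test compounds on that plate plus 3 SD, cut at about 49% in these data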;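 further: 0% = DMSO plus EC80 beta-PEA response and 100% = DMSO alone without agonist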
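Test system – hTAAR1-expressing CHO RD-HGA16 cells, Gα16-coupled · Reagent – β-PEA at EC80 concentration, post-compound challenge · Compound dosing – 3 µM, single point · Timing – 140 s kinetic read after compound, 140 s after agonist · Detection – Fluo-8 intracellular calcium dye fluorescence, real-time kinetic reads · Control set – DMSO and EC80 PEA controls · Repeats – n of 1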
Numbers without * were called inactive; · = no result given.

Fields – CHO-K1 Ca PAM	TAAR1 ag	M1 ag parental	M1 antag	M1 ag	CHO parental Ca	CHO-K1 Ca antag	OXTR potentiate	TAAR1 antagonist
Cc1cccc(Nc2nc(-c3ccc4c(c3)OCCO4)cs2)c1
 : 11	0	0.1	-8	-2	-14	2	-6	4
O=C(Nc1ccccc1N1CCCC1)C1CCN(C(=O)c2ccc(Cl)cc2)CC1
 : -8	3	0.1	0	2	-22	13	-7	0
CCNC(=S)NNC(=O)c1cc(-c2cccc(C)c2)nc2ccccc12
 : 10	13	6.5	14	-3	-27	-18	-7	22
O=S(=O)(NCc1ccccc1)c1ccc(Cl)c(S(=O)(=O)NCc2ccccc2)c1
 : 9	11	3.2	-4	-1	-3	-5	-12	16
Cc1occc1C(=O)NC(C)C(C)(C)C (configuration not stated)
 : -6	2	-0.1	2	0	0	6	-3	-13
CCOC(=O)C1CCCN(C(=O)CCc2nnc(-c3ccc(C(C)=O)s3)o2)C1 (configuration not stated)
 : 14	26	1.5	9	29*	-11	-13	-3	5
COC(=O)c1cc(Cl)c(NC(=O)/C=C/c2ccc(OC)cc2)cc1OC
 : 14	2	-0.1	-4	-5	-10	-2	-6	-28
CC(NC(=O)CCNC(=O)c1ccc(C(C)(C)C)cc1)c1ccccc1 (configuration not stated)
 : 19	1	0.9	-12	0	-15	-5	-3	3
Fc1ccc(N2CCN(Cc3cnc(Cl)s3)CC2)cc1
 : 7	7	0.4	0	-3	-4	-8	-2	19
COc1ccc(/C=N/n2c(C3CCCCC3)n[nH]c2=S)c(OC)c1
 : 15	1	1.5	-10	0	-15	-18	-9	0
Cc1ccccc1C(=O)c1c[nH]c(C(=O)NCc2ccco2)c1
 : 7	5	1.4	-23	-2	-12	-13	-11	4
Cc1ccc(C(=O)OCC(=O)NC2CCCCC2)o1
 : 17	1	1.5	-20	-2	0	-16	-6	-2
COc1ccc(-n2c(-c3ccc(Cl)cc3)c[nH]c2=S)cc1
 : 4	2	2.5	-6	-1	-13	-13	-10	30
O=C(O)Cc1ccc(NC(=O)C(c2ccccc2)c2ccccc2)cc1
 : 10	3	2.7	-3	-8	6	2	0	13
O=C(CSc1nnc(-c2ccncc2)n1-c1ccccc1)NCC1CCCO1 (configuration not stated)
 : -1	3	0.4	-10	-4	-15	-6	-4	5
CCC(C)(C)n1nnnc1C(c1cc2cc(C)cc(C)c2[nH]c1=O)N1CCN(Cc2ccc3c(c2)OCO3)CC1 (configuration not stated)
 : -7	-2	-0.7	-1	-7	·	7	·	-8
COc1cc(/C=N/NC(=O)CC2(C)OCCO2)cc(Br)c1O
 : 15	0	0.9	-1	-5	-11	-5	-3	7
COc1cc(OC)cc(C(=O)Nn2cc(C(=O)Nc3ccccc3F)c3ccccc3c2=O)c1
 : 15	6	3.5	-2	-7	-21	-4	-16	15
CCOC(=O)c1cc(CC)sc1NC(=O)C(c1ccccc1)c1ccccc1
 : 2	0	0.0	-6	-4	-10	1	-10	1
NC1=NC(=O)CC(C(=O)Nc2cccc3ccccc23)S1 (configuration not stated)
 : 6	·	0.3	-3	-3	-10	3	-12	·
CCOc1ccc(-c2nnc(SCC(=O)N3CCNC3=O)o2)cc1
 : 4	10	0.1	-1	-3	10	-7	0	6
COc1ccc(C2C(C#N)=C(N)Oc3c2sc2nc(C)cc(C)c32)cc1 (configuration not stated)
 : 15	8	0.6	0	-3	-13	-7	-13	0
CCCC[C@@H]1Cc2[nH][nH]c(=O)c2[C@H](c2cccc3ccccc23)O1
 : 17	3	2.7	·	·	·	-21	·	-14
OCc1ccnc2oc3ccccc3c12
 : -19	1	1.0	-5	-4	-4	-3	-6	1
CCOc1ccc2oc(C(=O)NNC(=O)c3csc(N4CCOCC4)n3)c(C)c2c1
 : 4	2	0.8	-9	-3	-19	6	-4	7
O=C(Nc1ccccc1N1CCCCC1)c1cc(S(=O)(=O)N2CCOCC2)ccc1Cl
 : 6	0	-0.2	7	-2	-29	-4	-11	2
COCCCNC(=O)/C=C/[C@H]1O[C@@H](n2cnc3c(NC(=O)c4ccccc4)ncnc32)[C@H](O)[C@@H]1O
 : 18	3	1.1	-28	1	·	-24	·	0
COc1ccc(-c2nnc(SCC(=O)Nc3cccc(Cl)c3)o2)cc1
 : 25	7	0.1	-17	-2	-6	-5	-7	-5
COc1ccc(CN2CCNC(=O)C2CC(=O)N(C)Cc2ccon2)cc1OC (configuration not stated)
 : 2	5	0.0	-3	-6	22	4	-8	3
O=C(N/N=C/c1ccc2c(c1)OCO2)C(=O)Nc1ccccc1
 : 10	2	1.6	-18	-1	0	-5	-5	-14
CN(C)/C=C/C1=CC(=O)CC(C)(C)C1
 : -18	5	-0.9	6	-3	-23	24*	-6	7
c1ccc(N2CCOCC2)c(Nc2nc3ccccc3n3cnnc23)c1
 : 15	6	0.6	-12	-1	-8	-3	-7	-10
CCC/C(=N\NC(=O)c1ccccc1C)c1ccccc1
 : 8	2	0.4	6	-3	-6	-2	-2	-20
COc1cccc(-c2nc(-c3ccccn3)no2)c1
 : ·	3	·	·	·	-5	·	1	-5
O=[N+]([O-])c1ccc(S(=O)(=O)Nc2nc3ccccc3nc2Nc2ccccc2)cc1
 : -1	6	0.0	2	-1	-1	-3	-12	-3
COCCN1C(=O)C(=O)/C(=C(/O)c2ccc(C)cc2)C1c1ccccn1 (configuration not stated)
 : 13	2	-0.1	-16	-3	5	-5	1	5
COc1cccc(-c2nc3ccc([N+](=O)[O-])cc3o2)c1
 : -8	0	-0.2	-4	-2	-12	-10	-12	-14
COc1ccc(/C=N/NC(=O)CN2CCN(Cc3ccccc3)CC2)cc1Br
 : 23	0	8.8	-7	-5	-20	-5	-12	-3
CCOC(=O)CC1(NC(=O)c2cc(COc3c(F)cccc3F)on2)CCCCC1
 : -4	-2	1.0	3	-3	-27	-5	-11	-21
CC1CCCCC1NC(=O)CN(C)S(=O)(=O)c1cccc2nsnc12 (configuration not stated)
 : 3	17	1.4	2	-4	-4	1	-15	-2
NC(=O)c1sc2nc3c(c(-c4ccco4)c2c1N)CCC3
 : 14	4	0.1	-15	-5	-3	-17	-4	-15
COc1cc2c(cc1OC)C(c1ccccc1Cl)N(C)CC2 (configuration not stated)
 : 0	7	0.5	-12	-4	-9	-12	-3	2
O=C(CCCC(=O)c1ccc(F)cc1)c1ccc(F)cc1
 : 3	-1	-0.7	-12	-6	-2	-10	-10	-7
Cc1c(SCCO)c(=O)[nH]c2cc3c(cc12)OCO3
 : 12	0	-0.2	-6	-2	0	-15	-3	12
CC1CCCC12NC(=O)NC2=O (configuration not stated)
 : 3	2	0.7	-15	0	·	-5	·	-4
CC(C)c1ccc(/C=C2\SC(=O)N(CC(=O)NCCCn3ccnc3)C2=O)cc1
 : 1	2	7.5	-1	-4	-6	-3	-13	-22
COc1ccc(CCNC(=O)CC(C)S(=O)(=O)c2ccc3c(c2)NC(=O)CO3)cc1OC (configuration not stated)
 : 21	0	1.2	-7	0	-18	-9	-5	-7
CC(C)C[C@H](NC(=O)N1CC(=O)Nc2ccccc21)C(=O)N[C@@H](C(=O)O)c1ccccc1
 : 21	1	1.9	-6	-1	-7	-12	-1	-23
Cc1c(Br)c([N+](=O)[O-])nn1CC(=O)Nc1sc2c(c1C(=O)OC(C)C)CCC(C)C2 (configuration not stated)
 : 5	-2	-0.5	3	-3	-2	-4	-8	-6
CC(Oc1ccc(C(C)(C)C)cc1)C(=O)NC1CC(C)(C)NC(C)(C)C1 (configuration not stated)
 : 18	7	0.3	-20	-4	-2	7	-13	-26
Cc1cc(C(=O)CN2C(=O)C(=O)N(Cc3ccccc3)C2=O)c(C)n1Cc1ccccc1
 : 10	7	0.1	6	-4	2	0	-8	18
CCC(C(=O)Nc1c[nH]c(=O)[nH]c1=O)c1ccccc1 (configuration not stated)
 : -1	1	0.1	-9	-8	-5	8	0	-2
C[C@@H](NCCCn1cnc2c(OCc3ccccc3)ncnc21)c1cccc2ccccc12
 : -1	15	2.0	12	-7	·	7	·	7
Cc1cc(C)n(-c2nc(SCC(=O)N3CCCC3)c3c4c(sc3n2)CCCC4)n1
 : -6	3	-0.3	-22	-7	-20	20	-11	16
O=C(O)c1cc(-c2ccc(Cl)cc2)n(-c2ccccc2)n1
 : 11	0	0.0	-6	-6	-15	-6	-3	23
O=C(CN1C(=O)/C(=C\c2ccc(C(F)(F)F)cc2)Sc2ccccc21)NCc1ccco1
 : 5	7	2.2	14	1	0	10	-8	45
C=CCNC(=O)c1cn(CC)c2cc(N3CCN(C(=O)c4ccco4)CC3)c(F)cc2c1=O
 : 15	4	1.5	-6	3	-13	-4	-7	18
COc1cccc(CN(C(=O)c2cccc(OC)c2)C2CCS(=O)(=O)C2)c1 (configuration not stated)
 : 6	8	0.9	-5	-1	-12	-9	-5	-21
CC(C)C[C@H](NC(=O)c1nc[nH]c1C(=O)NCCCCCNC(=O)OC(C)(C)C)C(=O)OC(C)(C)C
 : -21	2	-0.9	61*	-10	-39	-5	-13	-3
CCCNC(=O)C1(C)CCCN(C(=O)c2c(F)ccc(C)c2F)C1 (configuration not stated)
 : 6	2	0.3	10	-4	·	-2	·	-27

Continuation.
Fields – CHO-K1 Ca PAM	TAAR1 ag	M1 ag parental	M1 antag	M1 ag	CHO parental Ca	CHO-K1 Ca antag	OXTR potentiate	TAAR1 antagonist
CCOc1ccccc1N(CC(=O)NCCSc1ccccc1)S(C)(=O)=O
 : 6	5	1.2	2	-7	-4	-3	-4	-1
COc1ccc(CNC(=O)c2ccc(Br)cc2)cc1
 : ·	2	·	·	·	5	·	-19	-12
O=C(Cc1nnc(NC(=O)c2ccccc2)s1)N/N=C\c1ccc(O)c(O)c1
 : 13	17	-0.2	-1	-3	-1	-5	-12	-17
Cc1nc2scc(C)n2c(=O)c1S(=O)(=O)Nc1ccc(F)cc1
 : 1	3	6.0	2	0	7	-8	-7	-7
O=[N+]([O-])c1ccccc1S(=O)(=O)Nc1ccc(-c2ccc3nncn3n2)cc1
 : 30	2	1.3	-21	-3	1	-3	2	-17

An excerpt from above, reduced to TAAR1 ag, M1 ag parental and CHO-K1 Ca PAM:
Compound	TAAR1 ag	M1 ag parental	CHO-K1 Ca PAM
Cc1c(SCCO)c(=O)[nH]c2cc3c(cc12)OCO3	0	-0.2	12
CC1CCCC12NC(=O)NC2=O (configuration not stated)	2	0.7	3
